D2 potentiator: D2 dopamine receptor (human) potentiation. P14416. HEK293 T-REx D2, calcium flux, EC20 dopamine potentiation. potentiation, % at 10 µM. hit rate 0.34% among 340,000. AID 485347;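 active = potentiation over 3 SD above the plate norm, cut at about 30% in these data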; also: 0% is about no effect
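Tetracycline-induced HEK293 T-REx cells force-coupled to calcium signalling expressed D2; compounds were pin-added after a 10 s baseline, read kinetically 180 s, then an EC20 dopamine challenge followed with a further 180 s calcium read.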
D1 potentiator: potentiators of human D1 dopamine receptor; AID 504651; potentiation, % at 10 µM; P21728; HEK293 TREx D1 cells, calcium flux, dopamine EC20 potentiation; hit rate 0.036% among 360,000; in the data active = potentiation above about 30%; also: 0% is about no effect
D1 antagonist: antagonists of human D1 dopamine receptor | HEK293 TREx D1 cells, calcium flux, dopamine EC80; hits give low values | activity change, negative = inhibition, % at 10 µM | hit rate 3.2% among 360,000 | AID 504652; in the data active = activity change below about -30%; also: % is scaled to controls: 0 for no effect and ±100 for the full control effect
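Compound effects on dopamine-evoked calcium signalling were measured in tetracycline-induced HEK293 Trex D1 cells. Dopamine at EC80 followed a 180 s compound pre-read, and fluorescence was tracked kinetically for 180 s more.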
Vif-A3F inh: inhibitors of Vif-A3F interaction; AID 602313; HeLa A3F-eYFP + Vif (tagged APOBEC3F with the HIV-1 protein that degrades it), YFP fluorescence increase; Potency, µM (titrated, usually from 46.1 µM), inactives show at the top dose activity, negative = active; hit rate 0.2% among 390,000; also: potency is read from the fitted curve at half-maximal effect; % of control where 0% means no effect; nearly all actives have a fitted effect of over 65% in size
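HeLa cells stably expressing A3F-eYFP plus Vif, plated and incubated overnight at 37 deg C, then exposed to compounds overnight at 37 deg C. Blocked degradation read as raised yellow fluorescence (Ex 488/Em 500-530).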
D1 agonist: agonists of human D1 dopamine receptor; HEK293 T-REx D1 cells, calcium flux, agonist mode; activation, % at 2 µM; hit rate 1% among 360,000; AID 504660; in the data active = activation above about 30%; also: 0% is about no effect
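Tetracycline-induced HEK293 TREx D1 cells, force-coupled to calcium signalling, were dye-loaded with a no-wash calcium kit. Compound was pin-added after a 10 s baseline. Fluorescence was read kinetically at 1 cycle/s for 180 s, with calcium rises flagged as agonism.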
Vif-A3G inh: blocks the Vif interaction with human APOBEC3G | Q9HC16 | HeLa A3G-eYFP + Vif (tagged APOBEC3G with the HIV-1 protein that degrades it), YFP fluorescence, overnight | Potency, µM (highest dose often 46.1 µM), without a hit: top-dose activity, negative = active, actives largely listed as inhibitors | hit rate 0.076% among 410,000;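 also: potency is read from the fitted curve at half-maximal effect; % is scaled to controls: 0 for no effect and ±100 for the full control effect; nearly all actives have a fitted effect of over 60% in size; hits raise eYFP signal because A3G escapes Vif-driven loss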
Target sequence (Q9HC16 whole entry, looked up): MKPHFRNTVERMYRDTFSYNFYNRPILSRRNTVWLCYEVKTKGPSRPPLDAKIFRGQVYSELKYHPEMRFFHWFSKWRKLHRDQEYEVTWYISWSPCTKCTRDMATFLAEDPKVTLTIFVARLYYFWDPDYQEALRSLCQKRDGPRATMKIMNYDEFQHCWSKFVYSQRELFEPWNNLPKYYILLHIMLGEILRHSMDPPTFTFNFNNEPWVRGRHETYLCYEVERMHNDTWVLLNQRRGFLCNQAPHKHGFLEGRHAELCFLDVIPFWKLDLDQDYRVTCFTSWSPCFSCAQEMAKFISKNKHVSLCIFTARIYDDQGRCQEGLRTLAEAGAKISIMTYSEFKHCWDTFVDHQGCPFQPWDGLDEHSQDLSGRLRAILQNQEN
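Read-out is eYFP fluorescence (Ex 488/Em 500-530) from Vif-expressing HeLa A3G-eYFP cells; more signal means A3G escaped Vif-mediated degradation. Cells plated overnight, compound pinned in, incubated overnight at 37 deg C.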
Glioma ERSR ind: ER stress response induction in glioma; hit rate 0.02% among 420,000; AID 602332; U87-MG GRP78 promoter luciferase reporter, 16 h; Potency, µM, for the others: at the top dose activation, hits mostly activators; also: potency is read from the fitted curve at half-maximal effect; series mostly up to about 76 µM; % of control where 0% means no effect; nearly all actives have a fitted effect of over 35% in size
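ERSR induction read as luciferase luminescence (Bright-Glo, 10 min at room temperature) in stably transfected human U87-MG glioma cells exposed to compounds for 16 h, using GRP78 as sensor.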
RXFP1 agonist: activates the human relaxin receptor RXFP1. Potency, µM (top dose mostly 57.5 µM), for the others: top-dose activation, usual class: activators. HEK293T-RXFP1 cAMP TR-FRET, 30 min; response scale: percent of porcine relaxin response, buffer zero. AID 2676. hit rate 0.3% among 370,000; also: potency is read from the fitted curve at half-maximal effect; % is scaled to controls: 0 for no effect and ±100 for the full control effect; nearly all actives have a fitted effect of over 60% in size; many of its hits are not listed in these tables
Target sequence (Q9HBX9 whole entry, looked up): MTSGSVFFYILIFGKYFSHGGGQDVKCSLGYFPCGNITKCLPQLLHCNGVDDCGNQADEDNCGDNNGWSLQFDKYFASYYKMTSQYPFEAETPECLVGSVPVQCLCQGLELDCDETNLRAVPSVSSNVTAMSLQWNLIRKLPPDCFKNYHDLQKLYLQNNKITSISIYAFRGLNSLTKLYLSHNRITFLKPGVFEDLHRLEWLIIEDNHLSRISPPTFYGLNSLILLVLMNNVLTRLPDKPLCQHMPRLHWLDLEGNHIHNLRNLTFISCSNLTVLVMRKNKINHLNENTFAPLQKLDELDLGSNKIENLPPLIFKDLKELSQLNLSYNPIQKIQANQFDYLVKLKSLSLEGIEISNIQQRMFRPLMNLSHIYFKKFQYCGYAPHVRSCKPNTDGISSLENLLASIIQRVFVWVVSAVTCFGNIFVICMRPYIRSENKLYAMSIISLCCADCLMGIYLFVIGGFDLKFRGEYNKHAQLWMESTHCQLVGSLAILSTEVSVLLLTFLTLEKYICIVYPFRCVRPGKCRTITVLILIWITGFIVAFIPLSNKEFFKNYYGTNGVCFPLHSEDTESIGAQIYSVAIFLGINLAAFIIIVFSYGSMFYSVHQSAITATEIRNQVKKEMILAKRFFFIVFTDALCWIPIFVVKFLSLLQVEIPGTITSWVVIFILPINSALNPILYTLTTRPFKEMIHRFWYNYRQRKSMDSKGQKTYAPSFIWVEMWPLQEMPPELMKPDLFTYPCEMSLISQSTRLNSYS
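cAMP rise read by TR-FRET after 30 min, 37C compound exposure (up to 58 uM) in RXFP1-transfected HEK293 cells with Ro 20174 present. EC50 from Hill-equation fits, with 29 nM porcine relaxin as 100% and buffer as basal.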
RXFP1 antagonist: RXFP1 (human) relaxin receptor antagonism; Q9HBX9; HEK293-RXFP1, relaxin-stimulated cAMP HTRF, 30 min; hits give low values; activity change, negative = inhibition, % at 57.5 µM; hit rate 0.59% among 350,000; AID 1259400;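 active = activity change of -60% or lower, but not beyond a set lower limit; inconclusive = change between -60% and -40%, or beyond the set limit; inactive = change above -40%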; also: % is scaled to controls: 0 for no effect and ±100 for the full control effect
* = called active by the depositor. Unless noted, calls follow the shape of the dose curve; as a rule, active = well fitted curve in the direction sought with a large enough effect; inconclusive = small, poorly fitted or top-dose-only effect, or another doubt; inactive = no such curve, though single readings can be large; an effect the other way counts as inactive or inconclusive. A portion of the library, so the mix of outcomes need not match the whole.

Results for CN1C(=O)Cc2cc(S(=O)(=O)N3CCN(c4cccc(Cl)c4)CC3)ccc21 ?
D2 potentiator: -7.1; D1 potentiator: -0.3; D1 antagonist: 9.1; Vif-A3F inh: 6.8%; D1 agonist: 2.6; Vif-A3G inh: -9.3%; Glioma ERSR ind: -5.1%; RXFP1 agonist: -1.9%; RXFP1 antagonist: -0.1

What do the screens show for `Cc1c(C)n(Cc2ccc(Cl)cc2)c2ccc(C(=O)NCCCN3CCOCC3)cc12`?
D2 potentiator: -5.9; D1 potentiator: -20.4; D1 antagonist: -28.0; Vif-A3F inh: -13.1%; D1 agonist: 20.9; Vif-A3G inh: 1.6%; Glioma ERSR ind: -3.6%; RXFP1 agonist: 0.1%; RXFP1 antagonist: -29.9

How did O=C(CN1CCC(C(=O)c2ccc3c(c2)OCCO3)CC1)NCc1ccccc1 do in these assays?
D2 potentiator: 7.0; D1 potentiator: -7.1; D1 antagonist: -13.1; Vif-A3F inh: -35.7%; D1 agonist: 0.9; Vif-A3G inh: 5.6%; Glioma ERSR ind: -0.2%; RXFP1 agonist: 5.1%; RXFP1 antagonist: -27.5

How did CC1NC(=S)N(Cc2ccccc2)C1=O (centres undefined) do in these assays?
D2 potentiator: 0.8; D1 potentiator: -0.1; D1 antagonist: 2.1; Vif-A3F inh: 2.5%; D1 agonist: 2.1; Vif-A3G inh: -0.1%; Glioma ERSR ind: 1.3%; RXFP1 agonist: 2.9%; RXFP1 antagonist: -2.4

Results for Cc1ccc2cc(CN(C)C(=O)C3CCCO3)c(=O)[nH]c2c1 (centres undefined) ?
D2 potentiator: 6.5; D1 potentiator: -1.9; D1 antagonist: 5.4; Vif-A3F inh: -0.4%; D1 agonist: 3.2; Vif-A3G inh: -1.2%; Glioma ERSR ind: 7.3%; RXFP1 agonist: 1.2%; RXFP1 antagonist: -10.2

Results for CC(=O)Nc1ccc(NC(=O)C/C(C)=N/NC(=O)C(=O)N2CCCC2)cc1 ?
D2 potentiator: 1.5; D1 potentiator: 1.8; D1 antagonist: -12.3; Vif-A3F inh: -8.7%; D1 agonist: 2.7; Vif-A3G inh: 1.1%; Glioma ERSR ind: 2.3%; RXFP1 agonist: 1.0%; RXFP1 antagonist: 10.6

What do the screens show for `CCc1nc(SCC(=O)N2CCN(c3ccccc3)CC2)c2oc3ccccc3c2n1`?
D2 potentiator: 6.7; D1 potentiator: -7.2; D1 antagonist: 1.0; Vif-A3F inh: -7.7%; D1 agonist: 2.6; Vif-A3G inh: 4.5%; Glioma ERSR ind: -4.1%; RXFP1 agonist: -2.8%; RXFP1 antagonist: 1.2

What do the screens show for `COc1ccc2c(CN3CCN(Cc4ccccc4)CC3)cc(=O)oc2c1`?
Vif-A3F inh: -4.5%; Vif-A3G inh: 2.5%; Glioma ERSR ind: -3.3%; RXFP1 antagonist: 12.8

How did O=C(NN1C(=O)C2C(C1=O)C1C=CC2C12CC2)c1ccncc1 (centres undefined) do in these assays?
D2 potentiator: 6.3; D1 potentiator: -7.2; D1 antagonist: -6.4; Vif-A3F inh: 3.5%; D1 agonist: 2.6; Vif-A3G inh: -0.1%; Glioma ERSR ind: 3.2%; RXFP1 agonist: 0.0%; RXFP1 antagonist: 2.1

What do the screens show for `CC(=O)c1sc(N/N=C\c2cccc(Br)c2)nc1C`?
D2 potentiator: 6.9; D1 potentiator: -1.1; D1 antagonist: 3.8; Vif-A3F inh: inconclusive; D1 agonist: 9.8; Vif-A3G inh: inconclusive; Glioma ERSR ind: 3.3%; RXFP1 agonist: -1.1%; RXFP1 antagonist: 3.1

Results for CCOC(=O)c1ccc(NC(=O)COc2ccccc2CNCCO)cc1 ?
D2 potentiator: 3.5; D1 potentiator: -4.7; D1 antagonist: 7.2; Vif-A3F inh: -0.9%; D1 agonist: 2.3; Vif-A3G inh: 1.2%; Glioma ERSR ind: 0.8%; RXFP1 agonist: 2.7%; RXFP1 antagonist: -6.4

How did CCCCNc1nc(Oc2ccc(OCCC)nn2)nc(N(C)C)n1 do in these assays?
D2 potentiator: 11.9; D1 potentiator: 0.1; D1 antagonist: -4.4; D1 agonist: 1.4; RXFP1 agonist: -0.5%; RXFP1 antagonist: -2.0

How did c1ccc(OCCn2cnc3ccccc32)cc1 do in these assays?
D2 potentiator: 7.0; D1 potentiator: -6.3; D1 antagonist: -14.9; Vif-A3F inh: -0.3%; D1 agonist: 5.3; Vif-A3G inh: 0.0%; Glioma ERSR ind: inconclusive; RXFP1 agonist: 2.2%; RXFP1 antagonist: 1.1

What do the screens show for `COc1ccc(C)cc1S(=O)(=O)Nc1cc2c3c(c1)CCN3C(=O)CC2`?
D2 potentiator: -8.0; D1 potentiator: -8.6; D1 antagonist: 5.4; Vif-A3F inh: -7.9%; D1 agonist: 3.7; Vif-A3G inh: 1.5%; Glioma ERSR ind: -5.1%; RXFP1 agonist: 2.4%; RXFP1 antagonist: 1.5

What do the screens show for `COc1cccc(/C=N/NC(=O)C(=O)N2CCCC2)c1`?
Vif-A3F inh: -8.3%; Vif-A3G inh: 0.6%; Glioma ERSR ind: -2.0%; RXFP1 antagonist: -8.5

How did CC(=O)NCCC(=O)N1CCCC(C(=O)c2ccc3c4c(cccc24)CC3)C1 (centres undefined) do in these assays?
D2 potentiator: 4.3; D1 potentiator: -7.1; D1 antagonist: 1.9; Vif-A3F inh: 0.3%; D1 agonist: 0.9; Vif-A3G inh: -1.4%; Glioma ERSR ind: 0.0%; RXFP1 agonist: 0.6%; RXFP1 antagonist: -9.1

How did CN(CC(=O)Nc1ccccc1F)Cc1cccs1 do in these assays?
D2 potentiator: -3.8; D1 potentiator: -7.2; D1 antagonist: -9.8; Vif-A3F inh: 4.3%; D1 agonist: 0.7; Vif-A3G inh: 2.3%; Glioma ERSR ind: 14.1%; RXFP1 agonist: 4.1%; RXFP1 antagonist: 2.5

What do the screens show for `O=C(c1nc(-c2ccccc2)n(-c2ccccc2)n1)N1CCN(S(=O)(=O)c2ccccc2)CC1`?
D2 potentiator: -5.8; D1 potentiator: 1.4; D1 antagonist: 6.8; Vif-A3F inh: -2.7%; D1 agonist: -0.7; Vif-A3G inh: 0.3%; Glioma ERSR ind: -4.7%; RXFP1 agonist: -0.7%; RXFP1 antagonist: 2.6

What do the screens show for `COc1ccc([N+](=O)[O-])cc1NC(=O)c1cn(-c2ccc(Cl)cc2)c(=O)c2ccccc12`?
D2 potentiator: -15.9; D1 potentiator: -4.3; D1 antagonist: -23.0; Vif-A3F inh: 0.2%; D1 agonist: 4.1; Vif-A3G inh: -0.3%; Glioma ERSR ind: 1.9%; RXFP1 agonist: 4.3%; RXFP1 antagonist: 20.3

Results for Cc1ccc2cc(CN(CC3CCCO3)C(=O)C(C)C)c(=O)[nH]c2c1 (centres undefined) ?
D2 potentiator: -16.7; D1 potentiator: -3.4; D1 antagonist: 13.5; Vif-A3F inh: 0.9%; D1 agonist: 2.8; Vif-A3G inh: -1.9%; Glioma ERSR ind: -4.3%; RXFP1 agonist: -0.5%; RXFP1 antagonist: -3.2

How did CCOC(=O)N1CCN(C(=O)c2ccc3c(Cl)c4c(nc3c2)CCCC4)CC1 do in these assays?
D1 potentiator: 1.2; D1 antagonist: -4.0; Vif-A3F inh: 1.1%; D1 agonist: 1.2; Vif-A3G inh: 2.1%; Glioma ERSR ind: -5.5%; RXFP1 agonist: -1.0%; RXFP1 antagonist: -17.1

How did COc1ccc(C2=NN(S(C)(=O)=O)C(c3cccs3)C2)cc1OC (centres undefined) do in these assays?
D2 potentiator: -2.2; D1 potentiator: -7.3; D1 antagonist: -7.6; Vif-A3F inh: -1.0%; D1 agonist: 1.0; Vif-A3G inh: -4.0%; Glioma ERSR ind: -1.0%; RXFP1 agonist: 0.2%; RXFP1 antagonist: 11.7

How did O=C(O)c1nn(-c2ccccc2)c(-c2ccccc2)c1C(=O)c1ccccc1 do in these assays?
D2 potentiator: -15.1; D1 potentiator: -1.5; D1 antagonist: -9.5; Vif-A3F inh: -3.6%; D1 agonist: 0.5; Vif-A3G inh: 3.0%; Glioma ERSR ind: -3.4%; RXFP1 agonist: -0.3%; RXFP1 antagonist: -12.7

What do the screens show for `N/C(=N\OC(=O)Cc1ccccc1)c1ccccc1Cl`?
D2 potentiator: 4.7; D1 potentiator: 3.1; D1 antagonist: 6.8; Vif-A3F inh: -5.3%; D1 agonist: 7.0; Vif-A3G inh: -3.8%; Glioma ERSR ind: 5.3%; RXFP1 agonist: 1.4%; RXFP1 antagonist: 3.9

How did Cc1ccccc1-c1nc(CS(=O)CC(=O)N2CCN(c3cc(Cl)ccc3C)CC2)c(C)o1 (centres undefined) do in these assays?
D2 potentiator: 7.8; D1 potentiator: -2.5; D1 antagonist: -11.8; Vif-A3F inh: -6.2%; D1 agonist: 3.5; Vif-A3G inh: 4.7%; Glioma ERSR ind: -3.5%; RXFP1 agonist: 0.9%; RXFP1 antagonist: -6.7

How did CSc1ccccc1NC(=O)CN(C)C(=O)Cc1c(F)cccc1Cl do in these assays?
D2 potentiator: 7.3; D1 potentiator: -2.4; D1 antagonist: -5.1; Vif-A3F inh: -1.0%; D1 agonist: 5.7; Vif-A3G inh: 0.7%; Glioma ERSR ind: 0.0%; RXFP1 agonist: -0.5%; RXFP1 antagonist: 9.4

How did COc1cccc(C(=O)Nc2cccc(-c3ccc4nncn4n3)c2)c1OC do in these assays?
D2 potentiator: 7.6; D1 potentiator: -6.8; D1 antagonist: 3.6; Vif-A3F inh: inconclusive; D1 agonist: -0.1; Vif-A3G inh: -7.9%; Glioma ERSR ind: -1.4%; RXFP1 agonist: 5.9%; RXFP1 antagonist: 6.9

How did Cc1cc2oc(=O)cc(CN3CCCCC3C)c2c(C)c1Cl (centres undefined) do in these assays?
D2 potentiator: -2.5; D1 potentiator: 0.7; D1 antagonist: 3.3; Vif-A3F inh: -15.2%; D1 agonist: 0.5; Vif-A3G inh: -6.1%; Glioma ERSR ind: -5.0%; RXFP1 agonist: -1.1%; RXFP1 antagonist: -12.1

Results for Cc1ccc(C)c(N2CCN(C(=O)CN3CCSc4ccc(S(=O)(=O)N(C)C)cc43)CC2)c1 ?
D2 potentiator: -8.2; D1 potentiator: 5.8; D1 antagonist: 4.9; Vif-A3F inh: -1.2%; D1 agonist: 2.0; Vif-A3G inh: -3.2%; Glioma ERSR ind: -4.2%; RXFP1 agonist: 6.4%

Screening data as filed in PubChem.
